Platelet DG rel = modulates dense granule release in human platelets. human platelet-rich plasma, SFLLRN dense granule ATP release, luminescence. inhibition, %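 (compounds screened at 7.5 µM in platelet-rich plasma)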. 300,000 compounds, 0.22% hits. AID 1663;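 active = mean replicate score, as percent of positive control, at or above 50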
RGS4 pot = potentiators or activators of RGS4 | HEK293 M3R/inducible RGS4, carbachol calcium flux Fluo4; hits give low values | 310,000 compounds, 0.92% hits | B-score at 10 µM;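 active = B-score of the integrated calcium signal more than 4 SD below the library mean, with starting fluorescence not abnormally high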;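 also: negative B-score means reduced calcium response which marks RGS4 activation or potentiation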
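Also added: carbachol at ECmax as muscarinic agonist stimulus; Assay system: HEK293 cells with stable M3R and inducible RGS4; Timing: overnight RGS4 induction, 30 min dye load 37 °C, 20 min compound RT; Measured by: Fluo4-AM (2 µM) calcium-flux fluorescence, kinetic read.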
HIF act = HIF pathway transcriptional activation. U2OS HRE-luciferase reporter, luminescence; normalized: DMSO 0%, desferrioxamine 100%. activation, % at 7.5 µM (by protocol). 300,000 compounds, 0.32% hits;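 active = mean activation of at least 10% of the iron chelator positive control signal, with at least half of replicates also reaching 10%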
SKKanGAS inh = blocks kanamycin growth of S. pyogenes SKKanGAS strain; BacTiter-Glo, 6 h; inhibition, % at 7.5 µM; 300,000 compounds, 1.3% hits;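 active = mean replicate score, as percent of positive control median, at least 50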;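 also: strain carries kanamycin resistance gene driven by streptokinase promoter and grows in 40 µg/ml kanamycin; loss of luminescence reflects streptokinase promoter inhibition or plain growth inhibition; 0% = median of DMSO wells and 100% = positive control at its reference dose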
TRPC4 block = TRPC4 (mouse) channel inhibition. HEK293 TRPC4beta/mu-opioid, DAMGO-evoked Fluo4 calcium flux; hits give low values. Q9QUQ5. B-score at 10 µM. 300,000 compounds, 0.39% hits;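 active = B-score over 3 SD under the library average, no early fluorescence shift, positive overall ratio signal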
Target sequence (Q9QUQ5 whole entry, looked up): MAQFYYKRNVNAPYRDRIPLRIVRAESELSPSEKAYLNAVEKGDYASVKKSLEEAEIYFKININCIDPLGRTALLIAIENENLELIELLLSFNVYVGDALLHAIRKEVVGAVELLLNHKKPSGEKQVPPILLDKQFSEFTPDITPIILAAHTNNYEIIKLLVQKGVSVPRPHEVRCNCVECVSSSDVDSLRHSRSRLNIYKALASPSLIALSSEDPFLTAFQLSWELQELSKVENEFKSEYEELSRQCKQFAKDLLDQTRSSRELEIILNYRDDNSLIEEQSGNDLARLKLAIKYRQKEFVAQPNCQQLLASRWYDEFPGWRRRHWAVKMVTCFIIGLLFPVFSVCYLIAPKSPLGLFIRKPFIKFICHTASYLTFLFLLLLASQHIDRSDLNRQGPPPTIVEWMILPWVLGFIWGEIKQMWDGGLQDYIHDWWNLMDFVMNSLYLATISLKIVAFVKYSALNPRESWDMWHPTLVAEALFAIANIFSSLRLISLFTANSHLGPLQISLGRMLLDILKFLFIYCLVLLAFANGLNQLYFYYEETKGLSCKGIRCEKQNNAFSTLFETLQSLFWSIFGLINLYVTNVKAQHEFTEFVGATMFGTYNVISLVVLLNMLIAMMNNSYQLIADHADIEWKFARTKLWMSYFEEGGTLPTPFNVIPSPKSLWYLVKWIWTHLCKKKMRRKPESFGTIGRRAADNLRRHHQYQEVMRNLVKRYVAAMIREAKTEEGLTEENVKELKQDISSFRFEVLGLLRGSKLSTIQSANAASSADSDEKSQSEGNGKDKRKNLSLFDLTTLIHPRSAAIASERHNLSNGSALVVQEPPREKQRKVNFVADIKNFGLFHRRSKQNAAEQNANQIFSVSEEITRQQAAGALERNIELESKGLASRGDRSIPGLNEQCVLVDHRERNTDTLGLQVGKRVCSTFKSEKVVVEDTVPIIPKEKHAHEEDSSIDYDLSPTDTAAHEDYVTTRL
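Assay system: HEK293 cells with stable TRPC4beta plus mu-opioid receptor expression. Dosing: single dose. Measured by: Fluo4 Ca2+ flux fluorescence. Also added: DAMGO in two steps, submaximal then maximal. Read-out: B score from integrated Fluo4 fluorescence ratio.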
TRPC6 act = activators of mouse TRPC6 channel; 310,000 compounds, 0.13% hits; B-score at 10 µM; AID 2550; HEK293-TRPC6 membrane potential dye fluorescence; hits give high values; Q61143;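 active = B-score of the integrated fluorescence ratio above library mean plus 3 SD, and starting fluorescence ratio within library mean plus 5 SD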;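 also: higher score means more depolarization so channel activation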
MrgX1 ag = activates human MrgX1 receptor signaling; Q96LB2; MrgX1-HEK293 cells, Fluo-4 calcium fluorescence, agonist mode; hits give high values; B-score at 10 µM; 310,000 compounds, 0.44% hits; AID 588627;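 active = calcium response B-score plate-corrected fluorescence ratio at least 3 library SD, with starting fluorescence B-score inside 5 SD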
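Material: MrgX1-expressing HEK293 cells / Dosing: compound as first of three additions / Incubation: overnight seeding, then 1 h dark dye loading / Signal: Fluo-4 NW calcium fluorescence / Evaluation: B-scored fluorescence response ratio / Benchmarks: positive and negative control wells on each plate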
RGS4 block = human RGS4 inhibition; 310,000 compounds, 0.45% hits; HEK293 M3R/RGS4 inducible, Fluo-4 calcium flux; hits give high values; triggered by carbachol at its EC20; P49798; B-score at 10 µM;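 active = B-score, a plate-corrected calcium signal, over three deviations above library mean, with baseline fluorescence within five deviations of library mean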;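 also: RGS4 expression induced by doxycycline in cells with stable M3 receptor; B-score is computed from the integrated fluorescence ratio over baseline after carbachol; higher B-score means a larger calcium signal and so more RGS4 inhibition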
MrgX1 antag = blocks BAM8-22 activation of human MrgX1 receptor; B-score at 10 µM; MRGX1-HEK293 calcium flux, Fluo-4, BAM8-22 antagonism; hits give low values; Q96LB2; 310,000 compounds, 1.3% hits;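 active = calcium-response B-score plate-corrected more than 3 library SD below zero, starting fluorescence within 5 deviations, no agonist response on first addition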;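 also: peak minus trough fluorescence over baseline after final BAM8-22 challenge near maximal dose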
MrgX1 allo act = human MrgX1 positive allosteric modulation, primary screen | B-score at 10 µM | 310,000 compounds, 0.63% hits | MrgX1-HEK293, Fluo-4 calcium flux, FDSS; hits give high values | Q96LB2;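 active = plate-corrected calcium response at least 3 library SD above typical, normal starting fluorescence, not activating the receptor alone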;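 also: compound read alongside a low EC10 to EC30 dose of BAM8-22 agonist; peak minus trough fluorescence over baseline measured at the second addition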
TRPC6 inhibitor = inhibitors of mouse TRPC6 channel. 310,000 compounds, 1.1% hits. B-score at 10 µM. HEK293-TRPC6, membrane potential dye, ACh-evoked depolarization; hits give low values. Q61143;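 active = B-score under library mean minus 3 SD, initial fluorescence not abnormally high, positive integrated signal ratio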;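 also: B-score derived from integrated fluorescence ratio over the kinetic read; more negative B-score means stronger inhibition of depolarization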
Numbers without * were called inactive; i = inactive; nt = not tested or not shown.

compound,Platelet DG rel,RGS4 pot,HIF act,SKKanGAS inh,TRPC4 block,TRPC6 act,MrgX1 ag,RGS4 block,MrgX1 antag,MrgX1 allo act,TRPC6 inhibitor
CCC1(O)CC(c2ccccc2)=NN1C(=O)c1ccccc1F (configuration not stated),-14,i,0.0,0,i,i,i,i,i,i,i
COc1ccc(-n2c(CN3CCN(c4ccc(F)cc4)CC3)nc3ccc([N+](=O)[O-])cc3c2=O)c(OC)c1,5,i,-12,5,i,i,i,i,i,i,i
CCOC(=O)N1CCN(C(=O)CN(C2CCCCC2)S(=O)(=O)c2c(C)cc(C)cc2C)CC1,-1,i,0.3,9,i,i,i,i,i,i,i
COCCNC(=O)COC(=O)C1=Cc2ccccc2OC1,1,i,0.7,nt,i,i,i,i,i,i,i
Cc1cc(NC(=O)CSc2nnc(CNc3ccc(F)cc3)n2C2CCCCC2)no1,0,i,0.0,2,i,i,i,i,i,i,i
C/C(=N\Nc1nc(-c2ccccc2)cs1)c1cccs1,-11,i,0.4,10,i,i,i,i,i,i,i
O=C(CCc1nc2sc3c(c2c(=O)[nH]1)CCCC3)N1CCN(c2ccccc2)CC1,-1,i,-0.2,6,i,i,i,i,-7.2*,i,i
Cc1cccc(C(=O)N/N=C/c2ccc[nH]2)c1,22,i,-0.3,-7,i,i,i,i,i,i,i
Cc1ccc(Cl)cc1NC(=O)CCN1C(=O)C2C3CCC(C3)C2C1=O (configuration not stated),-11,i,-0.6,-3,i,i,i,i,i,i,i
CCN1CCc2c(sc3c2c(NCc2ccco2)nc2nnnn23)C1,9,i,1.4,3,i,i,i,i,i,i,i
COc1ccc(Nc2cc(C(=O)N3CCc4ccccc4C3)c3ccccc3n2)c(OC)c1,4,i,0.3,29,i,i,i,i,i,i,i
CCOc1ccc(-c2cc(N3C(=O)Nc4ccccc4N3O)on2)cc1,-2,i,-3.0,2,i,i,i,i,i,i,i
O=C(O)CCSc1nc2ccccc2n1Cc1ccccc1,-10,i,-36,2,i,i,i,i,i,i,i
FC(F)(F)c1cccc(N2CCN(C(=S)NC3CCCCC3)CC2)c1,6,i,-0.1,34,i,i,i,i,i,i,i
NS(=O)(=O)c1ccc(CCNC(=O)c2ccc[nH]c2=S)cc1,-1,i,-0.7,1,i,i,i,i,i,i,i
Cc1ccc(S(=O)(=O)NCCC(=O)NCC(c2ccco2)N2CCCCC2)cc1C (configuration not stated),16,i,-0.2,-8,-6*,i,i,i,i,i,i
Cc1onc(-c2ccccc2Cl)c1C(=O)N1CCC(C)CC1,9,i,-0.3,0,i,i,i,i,i,i,i
Cc1cc(N2C(=O)C(O)=C(C(=O)c3cccs3)C2c2cccc(O)c2)no1 (configuration not stated),-58,i,0.2,3,i,i,i,i,i,i,i
OC(CN1CCOCC1)Cn1c2ccccc2c2ccccc21 (configuration not stated),-12,i,-24,1,i,i,i,i,i,i,i
COc1ccc(-c2cc(=O)oc(-c3cccc(C)c3)n2)cc1,7,i,-1.6,-9,i,i,i,i,i,i,i
CO/N=C(/C(=O)N[C@@H]1C(=O)N2C(C(=O)O)=CCS[C@H]12)c1cnc(N)s1,-5,i,-0.2,99*,i,i,i,i,i,i,i
Cc1[nH]nc(N2CCCCCC2)c1[N+](=O)[O-],1,i,0.2,0,i,i,i,i,i,i,i
CC1CC(C)CN(CC(O)COC2CC(C)CC(C)(C)C2)C1 (configuration not stated),-3,i,0.1,-9,i,i,i,i,i,i,i
O=C(NNC1CC(=O)N(c2ccccc2)C1=O)c1ccco1 (configuration not stated),-1,i,-0.2,1,i,i,i,i,i,i,i
C=CCOc1ccc(Br)cc1/C=N/O,1,i,-0.4,-2,i,i,i,i,i,i,i
CCOC(=O)/C=C1\SCC(=O)N1CC(=O)Nc1ccccc1OC(F)F,-1,i,0.3,-3,i,i,i,i,i,i,i
CCc1nnc(NC(=O)c2ccc(OC)cc2)s1,-5,i,-4.6,1,i,i,i,i,i,i,i
Nc1c(Cl)ncnc1N/N=C/c1ccc(O)cc1,72*,i,0.2,4,i,i,i,i,i,i,i
CC(C)(C)C(=O)NC(NC(=S)Nc1ccc(S(N)(=O)=O)cc1)C(Cl)(Cl)Cl (configuration not stated),-16,i,nt,-3,i,i,i,i,i,i,i
CC(=O)C(=Cc1ccc(O)cc1)C(C)=O,-30,i,-42,-4,i,i,i,i,i,i,i
Cc1ccnc(NC(=O)c2ccc(Cl)c(NC(=O)CCc3ccccc3)c2)c1,6,i,0.3,-8,i,i,i,i,i,i,i
CC1C(=O)N2CCCc3cc(NC(=O)C(=O)NCCc4c[nH]c5ccccc45)cc1c32 (configuration not stated),16,i,0.3,35,i,i,i,i,i,i,i
CCC1CCc2c(sc3ncnc(N4CCOCC4)c23)C1 (configuration not stated),18,i,-0.3,-1,i,i,i,i,i,i,i
Cc1ccc(Cl)cc1N1CCN(C(=S)NCCc2ccccc2)CC1,-3,-12*,0.3,22,i,i,i,i,i,i,i
O=C1NC[C@@H](Cc2cccc3ccccc23)N(CCC23CC4CC(CC(C4)C2)C3)C1=O,3,i,0.4,15,i,i,i,4.8*,i,i,i
NS(=O)(=O)c1ccc(CCN=Cc2ccccc2O)cc1,2,i,-0.4,-8,i,i,i,i,i,i,i
Cc1ccc(Nc2nc(N)c([N+](=O)[O-])c(NCc3ccccc3)n2)cc1,0,i,0.0,18,i,i,i,i,i,i,i
Cc1ccc(C(=O)Nc2cccc3cccnc23)cc1Br,-17,i,0.9,-2,i,i,i,i,i,i,i
O=C(c1cc(-c2ccc(Cl)cc2)n[nH]1)N1CCN(C(=O)c2ccco2)CC1,-2,i,-0.4,-3,i,i,i,i,i,i,i
Cc1ccc(C(=O)C2Oc3ccccc3C3CC(c4ccc(C)cc4)=NN23)cc1 (configuration not stated),3,i,2.3,3,i,i,i,i,i,i,i
CN(Cc1nc(-c2ccccc2)no1)C1CCOCC1,-3,i,2.6,18,i,i,i,i,i,i,i
O=S(=O)(NCC(c1cccnc1)N1CCN(c2ccc(F)cc2)CC1)c1cc(F)ccc1F (configuration not stated),-2,i,0.0,2,i,i,i,i,i,i,i
Cn1c(=O)n(CC(=O)N2CCOCC2)c2ccccc21,0,i,-0.1,-3,i,i,i,i,i,i,i
Cc1ccccc1Nc1nc(N)nc(COC(=O)[C@@H](NC(=O)c2ccccc2Cl)C(C)C)n1,0,i,-1.0,-1,i,i,i,i,i,i,i
Cc1ccc(C(=O)CSc2nc3ccccc3c(=O)n2-c2ccccc2)s1,-5,i,-26,10,i,i,i,i,i,i,i
CC(=O)c1cc(C(=O)N2CCCC(C(=O)c3ccc(Cl)cc3)C2)cs1 (configuration not stated),-7,i,0.3,22,i,i,i,i,i,i,i
Cc1ccc(C2=NS(=O)(=O)N(C)C(C(=O)N3CCCCC3)=C2)cc1,-2,i,0.0,1,i,i,i,i,i,i,i
CCCNC(=O)c1ccccc1NC(=O)C1=CSCCO1,4,i,-0.5,-7,i,i,i,i,i,i,i
COc1ccc(CCNC(=O)C2CCN(Cc3nc(-c4cccc(Cl)c4)oc3C)CC2)cc1OC,8,i,-1.3,-6,i,i,i,i,i,i,-7.3*
COc1ccccc1CN1CCc2c([nH]c3ccccc23)C1,-4,i,0.9,-7,i,i,i,i,i,i,i

Two entries drawn at random from the list so far, as already listed:
compound,Platelet DG rel,RGS4 pot,HIF act,SKKanGAS inh,TRPC4 block,TRPC6 act,MrgX1 ag,RGS4 block,MrgX1 antag,MrgX1 allo act,TRPC6 inhibitor
Nc1c(Cl)ncnc1N/N=C/c1ccc(O)cc1,72*,i,0.2,4,i,i,i,i,i,i,i
CN(Cc1nc(-c2ccccc2)no1)C1CCOCC1,-3,i,2.6,18,i,i,i,i,i,i,i

Carrying on:
compound,Platelet DG rel,RGS4 pot,HIF act,SKKanGAS inh,TRPC4 block,TRPC6 act,MrgX1 ag,RGS4 block,MrgX1 antag,MrgX1 allo act,TRPC6 inhibitor
COc1ccc(NC(=O)/C=C/c2ccc(OC(F)F)cc2)cn1,-26,i,0.4,-7,i,i,i,i,i,i,i
COC(=O)c1ccc(C(=O)OC)c(NC(=O)CN(C)Cc2cccc(Cl)c2Cl)c1,3,i,0.1,69*,i,i,i,i,i,i,i
COc1cccc(NC(=O)Cn2c(=O)n(-c3ccccc3)c(=O)c3oc4ccccc4c32)c1,8,i,-0.6,-1,i,i,i,i,i,i,i
C/C=C/c1ccc(Oc2nnnn2-c2ccc(C(N)=O)cc2)c(OC)c1,-15,i,-0.1,5,i,i,i,i,i,i,i
CCCc1ccc(OCc2ccc(C(=O)NCc3cccnc3)o2)c(OC)c1,-8,i,0.7,1,i,i,i,i,i,i,i
CCOc1cc(CNCCSc2nnnn2C)cc(Br)c1OCc1ccccc1F,4,i,-0.7,-4,i,i,i,i,-4.7*,i,i
Cc1cc(C)cc(C(=O)N2CCN(c3ccccn3)CC2)c1,-4,i,-0.1,3,i,i,i,i,i,i,i
O=C(c1ccc(-n2c(SCc3cccc(F)c3)nc3ccccc3c2=O)cc1)N1CCOCC1,-3,i,-0.3,44,i,i,i,i,i,i,i
CCC(=O)N(Cc1ccco1)c1nc(-c2ccccc2)cs1,4,i,0.3,5,i,i,i,i,i,i,i
C#CC(=O)N(c1ccc(OC)cc1OC)C(C(=O)NC1CCCC1)c1cccs1 (configuration not stated),0,i,-2.9,-14,i,i,i,i,i,i,i
COc1ccc(C2NC(C(=O)O)CS2)cc1COCC(F)(F)F (configuration not stated),0,i,-0.1,-2,i,i,i,i,i,i,i
CCOC(=O)C1(Cc2cccc(F)c2)CCN(Cc2cn(CC)nc2C)CC1,2,i,0.2,4,i,i,i,i,i,i,i
CCS(=O)(=O)N1CCC(C(=O)NCc2ccccc2OC)CC1,-2,i,0.0,-1,i,i,i,i,i,i,i

Source: PubChem
